D1 ag: Allosteric Agonists of the Human D1 Dopamine Receptor: qHTS | activation, % at 2 µM | actives 1% (n = 360,000) | HEK293 T-REx D1 cells, calcium flux, agonist mode | D(1A) dopamine receptor (Homo sapiens), P21728; also: 0% is about no effect
Target sequence (P21728 whole entry, looked up): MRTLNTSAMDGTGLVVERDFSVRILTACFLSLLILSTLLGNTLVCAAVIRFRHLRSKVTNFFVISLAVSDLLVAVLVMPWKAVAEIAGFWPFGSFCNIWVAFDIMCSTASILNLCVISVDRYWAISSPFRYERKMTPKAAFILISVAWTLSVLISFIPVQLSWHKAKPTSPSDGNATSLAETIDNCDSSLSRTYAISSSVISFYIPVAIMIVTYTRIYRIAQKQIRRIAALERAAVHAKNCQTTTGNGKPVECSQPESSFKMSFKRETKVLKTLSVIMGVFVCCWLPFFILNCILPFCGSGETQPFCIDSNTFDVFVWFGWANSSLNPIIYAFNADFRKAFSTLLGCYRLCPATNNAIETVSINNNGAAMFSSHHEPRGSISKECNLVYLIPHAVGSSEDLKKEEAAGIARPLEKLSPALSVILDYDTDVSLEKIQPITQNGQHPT
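Agonism was scored from calcium flux recorded over 180 s (1 read/s) after pintool compound addition, following a 10-cycle baseline. Cells were inducible force-coupled HEK293 TREx D1, plated overnight at 30 C and loaded with no-wash calcium dye.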
D1 antagonist: Antagonist of Human D 1 Dopamine Receptor: qHTS; D(1A) dopamine receptor (Homo sapiens), P21728; HEK293 TREx D1 cells, calcium flux, dopamine EC80; hits give low values; activity change, negative = inhibition, % at 10 µM; actives 3.2% (n = 360,000); AID 504652, 2011; in the data active = activity change below about -30%; also: % is scaled to controls: 0 for no effect and ±100 for the full control effect
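Inducible Hek293 Trex D1 cells (tetracycline, overnight, 30 C). Calcium dye 30–90 min RT. Antagonist mode: EC80 dopamine added after 180 s compound read.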
TRHR PAM: qHTS for Small Molecule Agonists and Allosteric Enhancers of Human TRH Receptor: Primary Screen for Enhancers; Thyrotropin-releasing hormone receptor (Homo sapiens), P34981; TRHR cells, fluo-8 calcium fluorescence, EC20 TRH enhancement; enhancement, % at 2 µM; actives 0.66% (n = 360,000); AID 493056, 2011; in the data active = enhancement above about 30%; also: 0% is about no effect
Target sequence (P34981 whole entry, looked up): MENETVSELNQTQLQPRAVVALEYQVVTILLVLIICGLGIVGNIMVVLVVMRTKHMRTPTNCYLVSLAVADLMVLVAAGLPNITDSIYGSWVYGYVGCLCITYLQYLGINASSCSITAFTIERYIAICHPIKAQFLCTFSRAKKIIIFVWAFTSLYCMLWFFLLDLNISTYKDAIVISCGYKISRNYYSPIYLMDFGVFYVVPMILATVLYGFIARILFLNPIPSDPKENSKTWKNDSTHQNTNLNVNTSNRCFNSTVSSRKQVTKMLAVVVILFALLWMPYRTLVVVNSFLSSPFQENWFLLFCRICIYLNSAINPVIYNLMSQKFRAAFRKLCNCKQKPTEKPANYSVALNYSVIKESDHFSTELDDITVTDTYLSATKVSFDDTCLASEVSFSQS
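TRHR-expressing cells loaded with fluo-8 calcium dye were read kinetically (ex 480/em 530) during compound addition, then stimulated with an EC20 of TRH (10 nM final). Enhancement of the Gq-mediated intracellular calcium response was scored.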
RXFP1 antag: qHTS Assay for Antagonists of the Relaxin Receptor RXFP1. Relaxin receptor 1 (Homo sapiens), Q9HBX9. HEK293-RXFP1, relaxin-stimulated cAMP HTRF, 30 min; hits give low values. activity change, negative = inhibition, % at 57.5 µM. actives 0.59% (n = 350,000);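 active = activity change of -60% or lower, but not beyond a set lower limit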; also: % is scaled to controls: 0 for no effect and ±100 for the full control effect
D1 PAM: Potentiators of Human D1 Dopamine Receptor: qHTS; potentiation, % at 10 µM; HEK293 TREx D1 cells, calcium flux, dopamine EC20 potentiation; AID 504651, 2011; actives 0.036% (n = 360,000); in the data active = potentiation above about 30%; also: 0% is about no effect
D2 agonist: HTS Assay for Allosteric Agonists of the Human D2 Dopamine Receptor: Primary Screen for Agonists | D(2) dopamine receptor (Homo sapiens), P14416 | HEK293 T-REx D2 cells, calcium flux agonist mode | activation, % at 2 µM | actives 0.53% (n = 340,000);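 active = activation over 3 SD above normal in the single-dose calcium agonist read, cut at about 30% in these data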; also: 0% is about no effect
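Tetracycline-induced HEK293 T-REx cells with force-coupled D2 receptor, plated overnight at 30 C, loaded with no-wash calcium dye. After a 10 s baseline, compound was pin-added and calcium flux read kinetically for 180 s; calcium rises flagged agonists.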
TRHR agonist: qHTS for Small Molecule Agonists and Allosteric Enhancers of Human TRH Receptor: Primary Screen for Agonists | TRHR cells, calcium flux fluo-8, FDSS agonist mode | activation, % at 2 µM | actives 0.18% (n = 360,000) | AID 493084, 2011; also: 0% is about no effect
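Read-out: compound-evoked intracellular calcium rise in TRHR cells, fluo-8 dye, kinetic FDSS fluorescence at 1 s/cycle following a 10-cycle baseline. Cells cultured overnight before dye loading (30 min–1.5 h, RT).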
D2 PAM: HTS Assay for Positive Allosteric Modulators of the Human D2 Dopamine Receptor: Primary Screen for Potentiators; D(2) dopamine receptor (Homo sapiens), P14416; HEK293 T-REx D2, calcium flux, EC20 dopamine potentiation; potentiation, % at 10 µM; actives 0.34% (n = 340,000);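 active = potentiation over 3 SD above the plate norm, cut at about 30% in these data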; also: 0% is about no effect
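Primary screen. Calcium kinetics in induced HEK293 T-REx D2 cells: compound pre-addition 180 s, EC20 dopamine, 180 s more.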
D2 antagonist: HTS Assay for Allosteric Antagonists of the Human D2 Dopamine Receptor: Primary Screen for Antagonists. D(2) dopamine receptor (Homo sapiens), P14416. HEK293 TREx D2 cells, calcium flux, dopamine EC80. AID 485344, 2010. actives 2% (n = 340,000). inhibition, % at 10 µM; in the data active = inhibition above about 30%; also: 0% is about no effect
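Antagonism is scored as inhibition of an EC80 dopamine-evoked calcium signal in a force-coupled, tetracycline-inducible HEK293 T-REx D2 line, with compound present 180 s before agonist.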
Active calls of the source: *; · = not tested or not shown; & = joins results of further samples. Rule as the data show it, unless noted: active = activation above about 30%; inactive = the rest.

SMILES | D1 ag | D1 antagonist | TRHR PAM | RXFP1 antag | D1 PAM | D2 agonist | TRHR agonist | D2 PAM | D2 antagonist
COC(=O)c1cc2c(ccn2-c2ccc(F)cc2)n1CC(=O)C(C)(C)C | 5 | 38 | 6 | 0 | 3 | 1.5 | 1.5 | -2 | -15
Cc1ccc(OCC(=O)Nc2ccc(N3CCN(C(=O)c4ccc(C)cc4)CC3)cc2)cc1 | 4 | 3 | 4 | 0 | -3 | -0.8 | -1.0 | 8 | -3
O=C(COC(=O)Cc1c(F)cccc1Cl)NCCC1=CCCCC1 | 20 | 6 | -2 | -15 | -11 | 0.2 | 4.5 | 4 | -2
COCCCNc1nc(=S)[nH]c2cc(OC)c(OC)cc12 | 0 | 14 | -4 | 4 | -5 | -1.0 | 0.2 | 11 | -7
O=c1[nH]c2cc3c(cc2cc1C(c1nnnn1CC1CCCO1)N1CCCCCC1)OCCO3 (stereo not drawn) | 1 | · | 0 | 6 | -2 | 0.2 | 0.9 | 16 | 1
CCOC(=O)CSc1nnc(-c2ccco2)n1-c1ccc(C)cc1 | 0 | 0 | -3 | -4 | -5 | -0.2 | -1.7 | -4 | -19
CC(Sc1ncccn1)C(=O)NC1(C#N)CCCCC1 (stereo not drawn) | 4 | 2 | 3 | -5 | · | 0.9 | -0.2 | -2 | -21
O=C(COC(=O)c1n[nH]c2ccccc12)NCc1ccccc1 | 2 | · | 4 | -21 | -1 | -0.7 | -0.1 | 4 | -7
CCNc1c(NC(=O)c2ccc3c(c2)OCO3)c(=O)oc2ccccc12 | 2 | 0 | 11 | 4 | -8 | -0.1 | 1.0 | 10 | 9
CCN(c1ccc(NC(=O)COC(=O)CCc2nc3ccccc3n2-c2ccccc2)cc1)C(C)C | 1 | 0 | -2 | -3 | -3 | -0.8 | -0.6 | 16 | 6
CC(=O)Nc1ccc(S(=O)(=O)N(C)Cc2ccccc2)cc1 | 10 | 3 | 1 | -4 | -13 | -0.3 | 0.3 | 3 | -7
COCCNc1nc(N)c([N+](=O)[O-])c(N2CCCCCC2)n1 | 3 | -21 | 4 | -2 | -3 | 0.7 | 0.7 | -4 | -10
CCCCN(CCCC)C(=O)c1cn(CC)c2cc(N3CCN(C)CC3)c(F)cc2c1=O | 2 | 7 | 2 | -6 | -3 | -1.4 | -0.8 | -1 | -12
COc1ccc(CCNC(=O)C(=O)NCC2OCCN2S(=O)(=O)c2ccc3c(c2)OCCO3)cc1 (stereo not drawn) | 0 | 10 | 9 | 1 | 4 | 0.7 | 0.1 | -6 | -5
COc1ccc2c(c1)cc1c(=O)n(CC(=O)NCCCOC(C)C)nc(C)n12 | 0&-1 | -4&-10 | 14&-8 | 9&-2 | -11&-7 | -0.1&0.4 | 0.1&-0.4 | 6&2 | 22
CCc1ccc(-c2nc(CS(=O)CC(=O)NCCc3ccc(C)cc3)c(C)o2)cc1 (stereo not drawn) | 0 | -9 | 8 | -9 | -9 | 1.9 | -0.5 | 11 | ·
COC(=O)c1ccc2c(c1)NC(=O)c1ccccc1S2 | 4 | 10 | 2 | -6 | -8 | 0.2 | 0.1 | 7 | 12
CNC(=S)NCC(O)c1ccc([N+](=O)[O-])cc1 (stereo not drawn) | 2 | -8 | 1 | -5 | -2 | 2.3 | -1.1 | -3 | 2
CC(C)Sc1oc(-c2cccs2)nc1S(=O)(=O)c1ccc(Cl)cc1 | 7 | 14 | -2 | -28 | 0 | -0.3 | 1.0 | -3 | ·
COc1cc(/C(C)=N/NC(=O)CSc2nc3ccccc3[nH]2)ccc1O | 3 | 5 | -1 | 15 | 0 | -1.7 | -0.3 | -5 | -2
CC(C)c1ccc(N2C(=O)CS(=O)(=O)C23C(=O)N(Cc2cccc(F)c2)c2ccccc23)cc1 (stereo not drawn) | 5 | -3 | -15 | · | -5 | -0.6 | 0.5 | -7 | ·
CCC(CC)NC(=O)COC(=O)CCC(=O)c1ccc(Cl)cc1 | 3 | 0 | 17 | -7 | 1 | -1.3 | 0.5 | 4 | -13
COc1ccc(NC(=O)CSc2ncnc3[nH]ncc23)cc1 | 1 | -3 | 4 | 9 | -3 | 2.1 | 0.1 | -1 | -11
COc1ccc(NC(=O)CN(C)Cc2c(F)cccc2Cl)cc1S(=O)(=O)N1CCCCC1 | 9 | -12 | -9 | 10 | -9 | -4.2 | 0.4 | 3 | -3
O=C(O)c1cc(N/N=C2/CC(c3ccccc3)Oc3ccccc32)ccc1Cl (stereo not drawn) | 8 | -13 | 9 | -15 | -4 | -0.2 | 1.2 | 10 | 2

(next part)
SMILES | D1 ag | D1 antagonist | TRHR PAM | RXFP1 antag | D1 PAM | D2 agonist | TRHR agonist | D2 PAM | D2 antagonist
COc1cc(CN2CCN(c3cccc(C)c3C)CC2)cc(OC)c1O | 2 | -28 | 28 | 7 | -4 | -0.8 | 0.0 | -24 | 42*
CN(C)/C=C1\Oc2ccc3ccccc3c2C1=O | 1 | -4 | -4 | -3 | 3 | -3.3 | 0.2 | 7 | -5
O=C(NN=C1C2CC3CC(C2)CC1C3)c1ccccc1O | 5 | -18 | 0 | -5 | -4 | -0.3 | 0.4 | -2 | 0
NNC(=O)c1[nH]c2ccc(Br)cc2c1-c1ccccc1 | 2 | -26 | -5 | -2 | 0 | 2.6 | 2.2 | 0 | -16
CSc1ccc(/C=C(\C#N)C(=O)Nc2cccc(C)c2)cc1 | 3 | 6 | 1 | -20 | -8 | 0.7 | 0.8 | -15 | 20
C=C(C)COc1ccc(-c2nc(N)nc(C)c2Oc2ccccc2OC)c(O)c1 | 4 | 0 | 1 | -25 | -6 | 0.0 | -1.5 | -4 | -21
COc1ccc(NC(=O)C2CCCN(S(=O)(=O)c3ccc(F)cc3)C2)cc1 (stereo not drawn) | 0 | 0 | -5 | -11 | -2 | 0.2 | -0.2 | 0 | ·
CCOC(=O)c1ccc(NC(=O)COC)cc1 | -1 | 4 | 3 | -7 | -5 | 1.5 | -0.2 | 9 | 4
COc1cccc(-c2nc(SCc3cc(=O)c4cc(Cl)ccc4[nH]3)n[nH]2)c1 | 3 | -2 | -6 | -10 | -4 | -0.5 | -0.3 | -8 | ·
O=C(NCCN1CCOCC1)c1cc(Sc2ccccc2Cl)nc2ccccc12 | 3 | 9 | -6 | · | -4 | 0.3 | -0.3 | 6 | -6
C[C@@H](CSc1ccccc1)CN1CC[C@H](C(C)(C)C)CCC1=O | 8 | 0 | -12 | · | -4 | 0.3 | -0.3 | 7 | 17
CC(C)COc1ccccc1C1CC(=O)Nc2cc3c(cc21)OCO3 (stereo not drawn) | 26 | 4 | 2 | -27 | -1 | · | 1.1 | · | ·
Cc1nnc(SCC(=O)N2CCN(c3ccccc3)CC2)n1-c1ccccc1 | 1 | 0 | 22 | 0 | -2 | -0.3 | -0.5 | -7 | 10
CN(C)/C=C/C(=O)c1ccc(S(=O)(=O)c2ccccc2)cc1 | 4 | -3 | 0 | 2 | -5 | 1.0 | 0.1 | 2 | -6
CCCSc1ncc(Cl)c(C(=O)Nc2ccc(S(=O)(=O)N(C)c3ccccc3)cc2)n1 | 16 | 7 | -1 | -13 | 1 | 0.3 | 1.4 | -2 | ·
Nc1nc(CSc2ccccc2)nc(N2CCCCC2)n1 | 2 | -7 | 4 | -1 | -1 | 1.9 | -1.8 | -8 | 8
CC1=C(C)NC(=S)SC1 | 1 | 7 | -2 | -10 | -3 | 0.9 | 0.1 | -1 | 2
Cc1c(NC(=O)c2nn(CC(C)C)c(=O)c3ccccc23)c(=O)n(-c2ccccc2)n1C | 2 | -2 | -5 | 0 | -7 | · | -0.1 | · | ·
O=C(CCC(=O)N1CCN(C2CCCCC2)CC1)Nc1nnc(C(F)(F)F)s1 | 1 | -7 | 1 | -4 | -4 | -0.5 | -0.1 | 4 | -2
O=C(O)c1cnc(-c2ccccc2)nc1-c1ccccc1 | 0 | -14 | 1 | -1 | -6 | 0.0 | 1.1 | 7 | -1
COc1ccc(C(=O)NC(C)CCc2ccccc2)cc1[N+](=O)[O-] (stereo not drawn) | 0 | 0 | -8 | 3 | -4 | -0.7 | -0.5 | -5 | 8
O=C(O)c1cccc(NC(=S)N/N=C/c2ccccc2OCc2ccc(Br)cc2)c1 | 5 | 13 | -3 | -24 | -5 | -0.6 | 0.4 | 0 | -4
CCOc1ccc(CN(C)C(=O)CCl)cc1 | 2 | -1 | -5 | -5 | -3 | 1.9 | 0.0 | -2 | 7
O=C(C[n+]1ccccc1)N/N=C/c1ccc(F)cc1 | 2 | 4 | 2 | -10 | 0 | 2.9 | 0.2 | 17 | -5
NS(=O)(=O)c1ccc(CCNC(=O)C2CCN(S(=O)(=O)c3ccccc3)CC2)cc1 | 7 | -14 | 15 | 9 | -8 | -0.8 | 0.4 | 7 | -11
COC(=O)C1=NNC2C(=O)N(c3ccc(C)cc3)C(=O)C12 (stereo not drawn) | 2 | 10 | -5 | 4 | 6 | 0.8 | 0.1 | 13 | 0
CSc1nnnn1-c1ccc(C)c(Cl)c1 | 0 | 4 | -1 | -5 | -5 | -0.3 | -0.4 | 7 | 7

Among those listed so far, these contain fluorine:
SMILES | D1 ag | D1 antagonist | TRHR PAM | RXFP1 antag | D1 PAM | D2 agonist | TRHR agonist | D2 PAM | D2 antagonist
COC(=O)c1cc2c(ccn2-c2ccc(F)cc2)n1CC(=O)C(C)(C)C | 5 | 38 | 6 | 0 | 3 | 1.5 | 1.5 | -2 | -15
O=C(COC(=O)Cc1c(F)cccc1Cl)NCCC1=CCCCC1 | 20 | 6 | -2 | -15 | -11 | 0.2 | 4.5 | 4 | -2
CCCCN(CCCC)C(=O)c1cn(CC)c2cc(N3CCN(C)CC3)c(F)cc2c1=O | 2 | 7 | 2 | -6 | -3 | -1.4 | -0.8 | -1 | -12
CC(C)c1ccc(N2C(=O)CS(=O)(=O)C23C(=O)N(Cc2cccc(F)c2)c2ccccc23)cc1 (stereo not drawn) | 5 | -3 | -15 | · | -5 | -0.6 | 0.5 | -7 | ·
COc1ccc(NC(=O)CN(C)Cc2c(F)cccc2Cl)cc1S(=O)(=O)N1CCCCC1 | 9 | -12 | -9 | 10 | -9 | -4.2 | 0.4 | 3 | -3
COc1ccc(NC(=O)C2CCCN(S(=O)(=O)c3ccc(F)cc3)C2)cc1 (stereo not drawn) | 0 | 0 | -5 | -11 | -2 | 0.2 | -0.2 | 0 | ·
O=C(CCC(=O)N1CCN(C2CCCCC2)CC1)Nc1nnc(C(F)(F)F)s1 | 1 | -7 | 1 | -4 | -4 | -0.5 | -0.1 | 4 | -2
O=C(C[n+]1ccccc1)N/N=C/c1ccc(F)cc1 | 2 | 4 | 2 | -10 | 0 | 2.9 | 0.2 | 17 | -5

Compound activity (PubChem BioAssay)

Not a hit list. About 7.1% of those tested had a hit in this group.
